# From PubChem
# D2 antag = antagonizes the human D2 dopamine receptor; P14416; 2% of 340,000 active; inhibition, % at 10 µM; HEK293 TREx D2 cells, calcium flux, dopamine EC80; AID 485344; in the data active = inhibition above about 30%; also: 0% is about no effect
#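 In this primary screen, negative modulation is detected by tracking calcium flux after an EC80 dopamine challenge in inducible HEK293 T-REx D2 cells preexposed to test compound for 180 s.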
# D2 agonist = D2 dopamine receptor (human) agonism. 0.53% of 340,000 active. activation, % at 2 µM. P14416. HEK293 T-REx D2 cells, calcium flux agonist mode. AID 485358;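 active = activation over 3 SD above normal in the single-dose calcium agonist read, cut at about 30% in these data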; also: 0% is about no effect
#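 In this primary screen, compounds producing a positive calcium signal within 180 s of addition to tetracycline-induced, force-coupled HEK293 Trex D2 cells are flagged; cells are dye-loaded with a no-wash calcium kit beforehand.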
# RGS4 inhibitor = human RGS4 inhibition; P49798; Transcreener GDP fluorescence polarization, RGS4-accelerated GTP hydrolysis; Potency, µM (highest dose often 114 µM), inactives show at the top dose activity change, negative = inhibition, usual class: inhibitors; 0.039% of 390,000 active; AID 504845; also: potency is read from the fitted curve at half-maximal effect; % is scaled to controls: 0 for no effect and ±100 for the full control effect; nearly all actives have a fitted effect of over 75% in size; some results filed as inactive show a strong effect at the top dose
# Target sequence (P49798 whole entry, looked up): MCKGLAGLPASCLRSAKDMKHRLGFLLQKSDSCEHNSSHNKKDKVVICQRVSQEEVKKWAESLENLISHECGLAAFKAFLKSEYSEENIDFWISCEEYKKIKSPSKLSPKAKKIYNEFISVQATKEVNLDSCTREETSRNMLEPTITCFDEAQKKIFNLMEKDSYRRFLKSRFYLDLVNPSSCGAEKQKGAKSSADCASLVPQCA
#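 MLSMR compounds (23 nl, pin-transferred) preincubated 10 min at room temperature with a 500nM (2x) first reagent, then RGS4 at 900nM (2x) plus Transcreener GDP mix added; fluorescence polarization (620/688 nm) read before and after 90 min at 30 °C.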
# Vif-APOBEC3G blk = inhibitors of Vif-APOBEC3G interaction; 0.076% of 410,000 active; HeLa A3G-eYFP + Vif (tagged APOBEC3G with the HIV-1 protein that degrades it), YFP fluorescence, overnight; Q9HC16; Potency, µM (series often up to 46.1 µM), inactives show top-dose activity, negative = active, actives largely listed as inhibitors;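 also: potency is read from the fitted curve at half-maximal effect; % is scaled to controls: 0 for no effect and ±100 for the full control effect; nearly all actives have a fitted effect of over 60% in size; hits raise eYFP signal because A3G escapes Vif-driven loss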
# Target sequence (Q9HC16 whole entry, looked up): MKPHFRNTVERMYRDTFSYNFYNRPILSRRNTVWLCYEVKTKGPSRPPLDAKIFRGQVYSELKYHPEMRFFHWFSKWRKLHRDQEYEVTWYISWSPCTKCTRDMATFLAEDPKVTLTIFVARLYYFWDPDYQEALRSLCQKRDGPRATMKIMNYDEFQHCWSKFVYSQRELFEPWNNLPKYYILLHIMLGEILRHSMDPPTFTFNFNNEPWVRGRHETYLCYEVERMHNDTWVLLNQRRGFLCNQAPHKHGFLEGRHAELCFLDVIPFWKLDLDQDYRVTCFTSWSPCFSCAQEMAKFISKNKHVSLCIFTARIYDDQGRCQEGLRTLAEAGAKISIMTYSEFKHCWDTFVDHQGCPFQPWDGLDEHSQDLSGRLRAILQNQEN
#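 HeLa cells stably expressing Vif and C-terminally eYFP-tagged A3G, seeded overnight at 37 deg C, then exposed to compound by pintool overnight at 37 deg C. Rise in yellow fluorescence (Ex 488/Em 500-530, Acumen) marks blocked Vif-driven A3G degradation.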
# 12-LOX inh = ALOX12 (human) lipoxygenase inhibition; P18054; purified 12hLO, xylenol orange hydroperoxide absorbance; Potency, µM (top dose mostly 108 µM), for the others: top-dose activity change, negative = inhibition, usual class: inhibitors; 1.1% of 580,000 active; AID 1671190; also: potency is read from the fitted curve at half-maximal effect; % is scaled to controls: 0 for no effect and ±100 for the full control effect
#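 Purified human 12hLO at 150 nM in 25 mM Hepes, 0.01% Triton X-100, pH 7.0, preincubated 15 min at room temperature with compound. Reaction started with 40 uM arachidonic acid, 30 min at room temperature. Hydroperoxide measured by Fe-xylenol orange, 573/405 nm absorbance ratio.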
# GRP78 ERSR act = ER stress response induction in glioma. U87-MG GRP78 promoter luciferase reporter, 16 h. 0.02% of 420,000 active. AID 602332. Potency, µM, for inactives: at the highest dose activation, most hits filed as activators; also: potency is read from the fitted curve at half-maximal effect; series mostly up to about 76 µM; % of control where 0% means no effect; nearly all actives have a fitted effect of over 35% in size
#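 ERSR induction read as luciferase luminescence (Bright-Glo, 10 min at room temperature) in stably transfected human U87-MG glioma cells exposed to compounds for 16 h, using GRP78 as sensor.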
# Vif-APOBEC3F blk = blocks the Vif interaction with APOBEC3F | 0.2% of 390,000 active | HeLa A3F-eYFP + Vif (tagged APOBEC3F with the HIV-1 protein that degrades it), YFP fluorescence increase | AID 602313 | Potency, µM (series often up to 46.1 µM), without a hit: at the top dose activity, negative = active; also: potency is read from the fitted curve at half-maximal effect; % of control where 0% means no effect; nearly all actives have a fitted effect of over 65% in size
#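 Fluorescence increase (Ex 488/Em 500-530) after overnight compound treatment at 37 deg C flags inhibition of Vif-driven A3F-eYFP loss in stable HeLa A3F-eYFP/Vif cells seeded overnight beforehand.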
# ERG-DNA inh = inhibitors of human ERG Ets domain-DNA interaction; P11308; fluorescence polarization, His-ERG Ets domain / labelled DNA; Potency, µM (top dose mostly 76.9 µM), for the others: at the highest dose FP activity, negative = inhibition, actives largely listed as inhibitors; 0.028% of 370,000 active; AID 624246; active = well fitted inhibition curve with a large enough effect in the polarisation, with a control signal flat; inconclusive = small, poorly fitted or top-dose-only effect, or effect the other way, or a change in a side signal; inactive = no such curve, though single readings can be large or run the other way; the % refers to the polarisation;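 also: polarization taken with two DNA probes labelled with fluorescein and Texas red; potency is read from the fitted curve at half-maximal effect; % of control where 0% means no effect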
# Target sequence (P11308 whole entry, looked up, the tested form may be a part): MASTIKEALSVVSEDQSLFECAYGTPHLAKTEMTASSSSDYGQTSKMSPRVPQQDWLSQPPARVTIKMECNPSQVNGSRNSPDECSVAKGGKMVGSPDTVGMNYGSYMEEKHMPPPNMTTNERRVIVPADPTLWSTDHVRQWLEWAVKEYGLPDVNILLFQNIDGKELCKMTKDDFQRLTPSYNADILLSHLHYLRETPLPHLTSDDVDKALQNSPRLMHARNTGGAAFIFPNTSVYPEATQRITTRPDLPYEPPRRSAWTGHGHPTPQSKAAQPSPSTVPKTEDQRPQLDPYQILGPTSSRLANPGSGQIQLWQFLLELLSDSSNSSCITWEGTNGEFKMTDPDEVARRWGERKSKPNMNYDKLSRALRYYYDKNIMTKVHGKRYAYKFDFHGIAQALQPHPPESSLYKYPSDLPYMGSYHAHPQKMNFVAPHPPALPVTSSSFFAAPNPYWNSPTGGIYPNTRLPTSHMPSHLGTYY
#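 His-tagged ERG Ets domain (1 uM in the protein solution; 300mM KCl, 50mM Tris-HCl, 1mM EDTA, 1mM DTT, pH 7.5) received compound, then a probe mix of 5 nM fluorescein-DNA and 100nM Texas-615-DNA. Fluorescence polarization was read for both dyes.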
# LDHA inh = inhibitors of human lactate dehydrogenase A. AID 1347041. P00338. purified LDHA, NADH/diaphorase-resazurin fluorescence; active compounds read low. activity change, % (values are at about 110 or 230 µM). 0.15% of 480,000 active; in the data active = activity change below about -30%; inconclusive = mostly about -25% to -30%;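 also: plate controls were DMSO wells for no effect and wells without enzyme for full effect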
#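 Human LDH5 (2 nM) was incubated with 0.06 mM NADH and 0.2 mM pyruvate for 5 min at room temperature in Tris pH 7.4. Remaining NADH was coupled through diaphorase/resazurin, and resorufin fluorescence was read at 0 and 20 min.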
# * marks the source's active call; other numbers are inactive results; ? = inconclusive; . = not tested or not shown; & = joins results of further samples; [ ] = remark or other dose. Unless noted, calls follow the shape of the dose curve; as a rule, active = well fitted curve in the direction sought with a large enough effect; inconclusive = small, poorly fitted or top-dose-only effect, or another doubt; inactive = no such curve, though single readings can be large; an effect the other way counts as inactive or inconclusive.
compound | 12-LOX inh | LDHA inh | ERG-DNA inh | Vif-APOBEC3F blk | Vif-APOBEC3G blk | D2 antag | D2 agonist | GRP78 ERSR act | RGS4 inhibitor
Cc1cc(C)cc(NC(=O)C(=O)NC(C)c2ccccc2)c1 (configuration not stated) | -27.5% | -6.5 | 5.0% | -8.3% | -3.6% | . | -0.1 | -3.4% | 8.8%
COc1ccccc1Nc1nnc(SCc2cc(=O)n3ccsc3n2)s1 | -4.2% | -2.1 | 6.4% | 0.2% | ? | 3.2 | 1.7 | -1.9% | 0.9%
CCCCN1CC(=O)N2[C@@H]3c4cc(Br)ccc4OC[C@@H]3[C@H](C(=O)OCC)[C@]2(C)C1=O | . | 1.6 | 9.1% | -0.6% | -0.7% | . | . | -1.2% | -7.4%
O=C(NC1CCCCC1)N1CCN(Cc2nc3ccccc3c(=O)[nH]2)CC1 | 2.4% | -5.2 | 8.0% | 1.1% | 8.8% | . | . | 1.1% | -43.4%
C[C@@]12C(=O)Nc3ccc(F)cc3C(=O)N1[C@H]1c3ccccc3OC[C@@H]1[C@@H]2c1ccccc1 | . | -3.1 | 2.0% | -0.6% | -6.3% | . | . | -1.3% | ?
CCCN(c1ccccc1F)S(=O)(=O)c1ccc2c(c1)C(C)(C)C(=O)N2C | -22.6% | 1.2 | -5.3% | -0.2% | 4.6% | . | 0.3 | -0.5% | 7.4%
Cc1cc(C)nc(NS(=O)(=O)c2ccc(N3Cc4ccccc4C3=O)cc2)n1 | -5.7% | -3.9 | 10.0% | 0.4% | -1.3% | 3.0 | 1.4 | -3.2% | 11.9%
CC1(c2ccccc2)NC(=O)N(CC(=O)NCCN2C(=O)S/C(=C\c3cccnc3)C2=O)C1=O (configuration not stated) | 6.6% | -1.7 | 9.0% | -0.4% | -0.4% | . | . | -4.0% | -8.5%
COc1cccc(-c2nnc(SCc3nc4ccccc4[nH]3)n2N)c1 | 9.8% | -12.7 | -0.4% | -0.9% | 0.6% | -9.9 | -0.8 | -3.6% | 9.2%
COc1ccc(-n2c(SC(C)C(=O)N3CCOCC3)nc3ccccc3c2=O)cc1 (configuration not stated) | 13.5% | -13.3 | -6.3% | -15.2% | -0.1% | 8.3 | -0.6 | -3.6% | -2.6%
CC(=O)c1cccc(S(=O)(=O)N2CCC(C(=O)Oc3ccc(-c4nnco4)cc3)CC2)c1 | 14.5% | -10.3 | 5.0% | -4.9% | 0.2% | . | . | -2.8% | -23.0%
CCN(CCNC(=O)C1=C(C)C(=O)OC12CCC(C)CC2)c1ccccc1 (configuration not stated) | 0.0% | 0.1 | 5.1% | 7.8% | 1.7% | -14.8 | -0.3 | -4.9% | -20.3%
Cc1ccc(Cl)cc1N1CCN(C(=O)CCC(=O)O)CC1 | 0.0% | -4.1 | -7.2% | -3.9% | 0.7% | -6.0 | -0.4 | -7.1% | 9.2%
COc1ccc(C)cc1N(C)C(=O)Cc1c(C(=O)O)n(C)c2ccccc12 | 5.2% | -2.7 | 8.5% | -6.6% | 0.2% | -0.2 | 0.3 | -3.4% | 2.0%
O=C(CNC(=O)c1ccc(Cl)cc1)NCc1ccccn1 | 85.1% | 0.4 | 5.8% | 3.9% | -1.1% | -0.3 | 0.2 | -2.3% | -5.8%
CC(C)(C)C(=O)N1CCC2CC1c1cc(-c3ccc4c(c3)OCO4)ccc12 (configuration not stated) | -73.5% | -1.1 | . | . | -1.0% | . | . | -4.3% | .
CCN(CC)CC(C)OC(=O)COc1ccc(OC)cc1 (configuration not stated) | -41.4% | -5.5 | -0.7% | -3.7% | -2.4% | -10.8 | 0.8 | -0.8% | 9.4%
O=C(C1=C[C@H](C2CC2)C[C@H](OCc2ccc(CO)cc2)O1)N1CCN(Cc2ccc3c(c2)OCO3)CC1 | -11.2% | -5.0 | -14.4% | 4.6% | 4.6% | -11.4 | -0.1 | -4.5% | -6.9%
COc1cc(OC)cc(C(=O)N[C@H](C(=O)NC23CC4CC(CC(C4)C2)C3)C(C)C)c1 | 0.0% | -6.7 | -0.2% | -16.8% | -0.4% | 1.7 | -2.5 | -1.5% | -19.4%
O=C(Nc1cccc2ccccc12)c1ccc2sc([C@@H]3O[C@H](CO)[C@H](O)[C@H](O)[C@H]3O)nc2c1 | -8.5% | 3.6 | . | . | 0.4% | . | . | 2.6% | .
O=C(CNc1ccc(Br)cc1)NC(=O)NC1CCCCC1 | ? | -3.2 | -3.6% | 2.2% | -6.7% | 11.5 | 1.1 | -4.1% | -9.4%
CCCCNC(=O)CCCN1C(=O)c2cccnc2Sc2ccccc21 | 95.5%[activator] | -3.4 | -6.2% | -4.1% | -4.3% | 10.9 | 0.2 | -6.3% | 7.6%
O=C(Nc1cccc(O)c1)c1cc(S(=O)(=O)N2CCCC2)ccc1Cl | -20.6% | 1.4 | -3.2% | 4.6% | 0.5% | -12.9 | -2.6 | -2.9% | 28.9%
O=C(c1c[nH]c(C(=O)N2CCN(c3ccccc3F)CC2)c1)c1cccc(Cl)c1Cl | -9.2% | -5.6 | -13.4% | 7.4% | ? | 8.4 | 1.0 | -2.5% | 18.2%[56.9 µM]
CCOC(=O)CN1C(=O)C(=O)N(Cc2cccc(C)c2)C1=O | 1.5% | -4.5 | 0.6% | 2.8% | 1.3% | 0.5 | 0.4 | -4.8% | 3.5%
CCCN(CC(=O)Nc1ccc(Cl)cc1Cl)C(=O)/C=C/c1cc(OC)ccc1OC | -8.5% | -1.4 | -13.8% | -6.0% | 0.2% | 1.0 | -1.7 | -4.2% | -16.1%
Cc1ccc(NCc2nnc(SCC(=O)O)n2Cc2ccccc2)cc1Cl | -2.9% | -4.1 | -4.7% | 9.4% | 3.4% | 9.4 | -1.1 | -4.3% | 6.9%
CC(C)OCCCNC(=O)c1ccccc1NC(=O)C1=CSCCO1 | 20.9% | -1.1 | ? | -3.6% | -2.8% | 3.6 | 0.4 | -0.8% | 5.2%
O=C(CN1CCCN(Cc2ccc(F)cc2Cl)C1=O)NC1CCCCCCC1 | -10.0% | 2.4 | -2.5% | -5.1% | 0.8% | -6.9 | 1.1 | -1.3% | -30.3%
Cc1cccc(C)c1N1CCN(S(=O)(=O)c2ccccc2)CC1 | -19.4% | -3.4 | -6.0% | 8.5% | 0.3% | -1.3 | 2.8 | -2.3% | 1.5%
Cc1cc(OCC(=O)NCCc2c[nH]c3ccccc23)c2c(C)c(C)c(=O)oc2c1 | -7.2% | 0.7 | 5.5% | 2.0% | 0.8% | -4.4 | -1.5 | -0.9% | -9.9%
COc1ccc(Br)cc1S(=O)(=O)N(CC(=O)N1CCOCC1)c1ccccc1 | 2.4% | -1.8 | . | -7.0% | 0.8% | -26.0 | 0.1 | -3.8% | 22.7%
CC1(C(=O)Nc2ccc3c(c2)OCO3)CCN1C(=O)Cc1cc(F)ccc1F (configuration not stated) | 0.4% | -0.9 | . | . | -1.7% | . | . | -0.7% | .
CCN1C(=O)c2cccc3c(S(=O)(=O)N4CCCC4C(=O)O)ccc1c23 (configuration not stated) | -8.3% | -5.4 | -0.3% | ? | 0.6% | -17.6 | 0.3 | -3.4% | 19.0%
COc1ccc(C(=O)c2ccc(OC)c(Br)c2)cc1Br | ? | 2.0 | -5.4% | 0.7% | -0.1% | -15.1 | 9.2 | -3.7% | -19.8%
c1ccc(OCc2noc(CN3CCC(C4CCCCC4)C3)n2)cc1 (configuration not stated) | -2.4% | 3.0 | 11.5% | -8.7% | -0.3% | -18.7 | -0.7 | -3.3% | -13.2%
CC1=CC(C)C(C[N+]2(C)CCCCC2)C(C)C1 (configuration not stated) | ? | -2.9 | 0.0% | -7.9% | 0.1% | -0.5 | 0.5 | -2.7% | -8.3%[11.4 µM]
O=S(=O)(Nc1ccc2c(c1)OCO2)c1ccc(Cl)cc1F | 151.7%[activator] | 1.1 | 0.9% | -10.5% | 0.0% | 12.8 | -2.0 | -1.8% | 2.8%
Cc1cc(C)n(-c2nc3ccccc3nc2N2CCN(C(=O)c3ccc(F)cc3)CC2)n1 | 1.2%&2.8% | 3.3&-3.9 | 11.8% | -5.7% | -0.1% | -13.5 | 0.6 | 1.4% | -1.9%
CCn1cc(C(=O)O)c(=O)c2cc(F)c(N3CCN(C(=S)NC(=O)c4ccc(F)cc4)CC3)cc21 | ? | 9.2 | 6.9% | -3.3% | 0.6% | -10.4 | -0.4 | -4.1% | 5.0%
COC(=O)C1(CC2CC(c3cccc(Br)c3)=NO2)CCN(C(=O)OC(C)(C)C)CC1 (configuration not stated) | -16.1% | -16.9 | 0.0% | 0.4% | -0.6% | 12.7 | -1.2 | -2.0% | -16.5%
Cc1c(NC(=O)c2ccc(-c3ccccc3)cc2)cccc1C(=O)O | -18.0% | -7.3 | -1.7% | -1.1% | -6.6% | . | . | -15.8% | 14.4%
CC(C)NC(=O)NC(=O)CSc1ncccn1 | -0.4% | -19.2 | 6.8% | 1.8% | 0.8% | -22.8 | 0.2 | -1.3% | 2.0%
NC(=O)NC(c1ccc(Cl)cc1)c1ccccc1Cl (configuration not stated) | ? | -2.2 | -9.2% | 7.3% | -1.5% | 1.3 | 5.1 | -4.8% | 4.0%
Cc1ccc(CNC(=O)C2CC(=O)N(C3CCCCCCC3)C2)cc1 (configuration not stated) | -1.3% | -0.2 | 0.0% | 2.3% | 5.2% | -13.6 | 0.0 | -3.3% | 28.3%

# Some of the compounds tested; count on the stated rates, not on these rows.
